Polio RdRp inh: poliovirus RNA polymerase inhibition. P03300. poliovirus polymerase elongation, fluorescence polarization; stronger effect = lower value. % elongation, % (compound at 16.7 µg/mL). 150,000 compounds, 0.66% hits. AID 588519; in the data active = % elongation below about 90%; also: some results filed as inactive read as strong as hits
Target sequence (P03300 1749-2209 limits assumed): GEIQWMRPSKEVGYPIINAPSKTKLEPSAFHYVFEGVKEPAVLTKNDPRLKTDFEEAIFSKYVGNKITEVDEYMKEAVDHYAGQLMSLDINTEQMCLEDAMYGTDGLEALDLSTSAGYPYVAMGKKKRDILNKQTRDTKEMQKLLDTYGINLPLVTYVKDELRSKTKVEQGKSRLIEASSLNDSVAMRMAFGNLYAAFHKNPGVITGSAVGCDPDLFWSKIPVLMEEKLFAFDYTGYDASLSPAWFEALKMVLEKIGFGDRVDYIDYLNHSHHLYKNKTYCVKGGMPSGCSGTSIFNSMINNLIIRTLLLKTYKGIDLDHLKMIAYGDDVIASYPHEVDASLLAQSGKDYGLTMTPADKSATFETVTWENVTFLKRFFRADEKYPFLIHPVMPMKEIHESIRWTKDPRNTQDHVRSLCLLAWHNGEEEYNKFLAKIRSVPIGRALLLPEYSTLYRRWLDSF
Polio RdRp inh FP z-score: further read-out of Polio RdRp inh, marked with its call; z-score; measured here: FP z-score; hits read low
Starred values were filed as active, the others as inactive; & = joins results of further samples. A portion of the library; count on the stated rates, not on these rows.

SMILES,Polio RdRp inh FP z-score,Polio RdRp inh
CCc1ccc(NC(=O)CC2C(=O)N(c3ccc(Cl)cc3)C(=O)N2Cc2ccco2)cc1 (stereo not drawn),0.3,109
CCN(C(=O)C1CCC(C(=O)N(CC)c2ccccc2)CC1)c1ccccc1 (stereo not drawn),-1.3,99
Cc1ccccc1OCC(=O)Nc1ncccn1,-0.7,100
CC(/C=C/c1c[nH]c2ccccc12)=C\C(=O)O,0.4,102
Cc1nn(C(C)(C)C)c2c1C(c1ccccn1)C1=C(CC(C)(C)CC1=O)N2 (stereo not drawn),0.3,102
CCCn1cc(C(CC(=O)O)C(=O)O)c2ccccc21 (stereo not drawn),0.4,104
NC1C2CC3CC(C2)CC1C3 (stereo not drawn),-0.2,98
Cn1nccc1NC(=O)c1ccc(Cl)c(Cl)c1,0.5,104
c1ccc2c(CNCCc3c[nH]c4ccccc34)cccc2c1,0.3,103
N#Cc1c[nH]n2c(NC3CCCC3)c(-c3cccc(Cl)c3)nc12,1.7,115
COc1ccc(C(=O)N2CCn3cccc3C2c2ccccc2)cc1OC (stereo not drawn),1.4,104
Cc1cccc(N=c2scc(-c3cc4ccccc4o3)n2C2CC2)c1,-0.6,99
CC(C)c1ccc2[nH]c(O)c(N=NC(=O)c3nn(C)c(=O)c4ccccc34)c2c1,0.1,102
O=C(c1ccccc1)C(C(=O)N1CCCCC1)n1ccccc1=O (stereo not drawn),0.3,103
Cc1oc(S(=O)(=O)N2CCCC2)cc1C(=O)Nc1ccccc1,0.2,104
CCOc1ccc(C(=O)Nc2ccc3oc(-c4ccncc4)nc3c2)cc1,0.5,106
Cc1cc(NC(=O)COCc2cc(-c3ccco3)on2)no1,0.5,103
S=c1[nH]nc(-c2ccncc2)n1-c1ccc2c(c1)OCCO2,0.9,102
Brc1cccc(-c2cn3ccsc3n2)c1,0,100
C=CCOc1ccc(CNn2cn[nH]c2=S)cc1,0,101
COc1cccc(C(c2c(O)cc(C)n(Cc3ccco3)c2=O)N2CCN(c3ccccc3)CC2)c1 (stereo not drawn),-1.4,102
CNC(=O)c1cc2n(n1)CCCN(Cc1ccc(F)cc1)C2=O,0.8,110
CCOC(=O)C(C)Sc1ncnc2nc[nH]c12 (stereo not drawn),0.3,102
Cc1ccc2c(CSc3nnc(C4CC4)n3C3CC3)cc(=O)oc2c1,0,103
O=C(/C=C/c1nc2ccccc2o1)OCc1cccc(Cl)c1,0.2,103
O=C(CSc1nnc(CNc2ccccc2)o1)N1CCc2ccccc21,-0.1,100
COc1ccc(C)cc1NC(=O)c1cc(S(=O)(=O)NC2CCCCCC2)ccc1F,-1.6,100
N#Cc1cc(C(=O)Nc2ccccc2)c(N)[nH]c1=S,1.8,113
CCOc1ccc(-c2nnc(-c3ccc(Br)cc3)o2)cc1OCC,0.7,104
N#CC(C(=O)NCc1ccccc1)c1ccccc1 (stereo not drawn),-0.3,99
COC(=O)c1ccc(N=NN2CCCCC2)cc1,0,102
COC(=O)c1ccc(OCC(=O)c2ccccc2OC)cc1,-0.3,100
Cc1cc2n(n1)CCCN2Cc1ccc(C(=O)N2CCc3ccccc32)cc1,0.5,102
Cc1cc(C(=O)OCCN2CCN(C3=NS(=O)(=O)c4ccccc43)CC2)c2ccccc2n1,1.1,106
CC(Nc1ncnc2sc3c(c12)CCC3)c1ccc(S(N)(=O)=O)cc1 (stereo not drawn),-0.3,101
CCCc1nc2nc(C)c(NS(=O)(=O)c3ccc(CC(C)C)cc3)c(=O)n2[nH]1,-0.7,102
COc1ccc(Br)c2c1-c1nc(NC(=O)c3ccc(F)cc3)sc1C2,-1.4,99
CCCSCCCNC(=O)C1CCN(c2nc3ccccc3nc2C(F)(F)F)CC1,-1.5,99
O=C(/C=C/c1cccs1)N1CCN(c2ccccc2)CC1,0.8,103
C=CCn1c(C)cc(C(=O)COC(=O)c2c(C)nn(Cc3ccccc3)c2C)c1C,0.4,105

Looked up above:
In Polio RdRp inh, COc1ccc(C)cc1NC(=O)c1cc(S(=O)(=O)NC2CCCCCC2)ccc1F reads 100
In Polio RdRp inh FP z-score, COC(=O)c1ccc(N=NN2CCCCC2)cc1 reads 0
In Polio RdRp inh FP z-score, CCOC(=O)C(C)Sc1ncnc2nc[nH]c12 (stereo not drawn) reads 0.3
In Polio RdRp inh, C=CCn1c(C)cc(C(=O)COC(=O)c2c(C)nn(Cc3ccccc3)c2C)c1C reads 105

Compounds listed so far containing a thiophene ring, fused or not (two):
SMILES,Polio RdRp inh FP z-score,Polio RdRp inh
CC(Nc1ncnc2sc3c(c12)CCC3)c1ccc(S(N)(=O)=O)cc1 (stereo not drawn),-0.3,101
O=C(/C=C/c1cccs1)N1CCN(c2ccccc2)CC1,0.8,103

The list continues.
SMILES,Polio RdRp inh FP z-score,Polio RdRp inh
COc1ccc(C(=O)COc2ccc3c(C)c(Cl)c(=O)oc3c2)cc1,-0.2,101
CN(CC(=O)Nc1cccc(C(F)(F)F)c1)S(=O)(=O)c1cccs1,0.7,108
COc1ccc(-c2noc(C3CCCN(C(=O)Nc4ccccc4)C3)n2)cc1 (stereo not drawn),0.3,104
CSC(=Nc1ccc(Cl)cc1)NC#N,-0.8,97
CCS(=O)(=O)c1nc(S(=O)(=O)c2ccc(Cl)cc2)c(N2CCN(CCO)CC2)s1,-1,99
Cn1c(=O)c(=O)n(C)c2cc(NC(=O)c3cccc(F)c3)c(Cl)cc21,-1.2,101
O=C(CC1N=C2c3ccccc3N=C(SCc3cccc(Cl)c3)N2C1=O)NCCc1ccccc1 (stereo not drawn),0.4,108
CCOC(=O)c1cccc(NC(=O)c2cc3cc4ccc(C)cc4nc3s2)c1,1.7,118
Cc1ccc(NC(=O)c2cccc(S(C)(=O)=O)c2)cc1,-0.3,101
CC1CCN(C(=O)CN2C(=O)C(C)(C)Oc3ccc(C(=O)NC(C)C)cc32)CC1,-0.1,101
CCCCC/C=C\C/C=C\C/C=C\C/C=C\CCCC(=O)NCCO,0.4&0.1,102&100
O=C(CSc1nc2ccccc2c(=O)n1Cc1ccccc1)NC1CCS(=O)(=O)C1 (stereo not drawn),0,103
CCc1ccc(-c2nc3ccccc3c(=O)o2)cc1,-0.3,100
CSc1ccc(-c2nc3ccc(C)cn3c2Nc2ccccc2C)cc1,0.8,109
N#CCc1c(C#N)c(N)nc(SC(=N)N)c1C#N,-6,44
c1ccc(OC2OCCOC2Oc2ccccc2)cc1 (stereo not drawn),0.8,103
CCOC(=O)c1cccc(NC(=O)CCc2nc(C3=CCN(C)CC3)no2)c1,0.8,103
Cc1ccc2c(c1)C(=O)CCCC1C(=O)N2CCN1C(=O)c1ccccc1 (stereo not drawn),0.4,105
COc1ccc(-c2cc(C(=O)OCC(=O)NCc3ccco3)c3c(C)nn(-c4ccccc4)c3n2)cc1,0.4,105
O=C1N=c2ccccc2=C1c1c(O)n(-c2cccc(F)c2)[nH]c1=O,-0.6,99
COc1cc2c(cc1NC(=O)CSc1nnc(Cc3cccs3)n1Cc1ccco1)oc1ccccc12,-1.1,99
Cc1ccc2c(CSc3cccc[n+]3[O-])cc(=O)oc2c1,-0.2,101
N=C1SC(c2ccccc2)C(=O)N1c1nccs1 (stereo not drawn),0.5,103
CC1=C(C(N)=O)C(c2ccc(C)o2)C(C(N)=O)=C(C)N1,0.5,103
Cc1cccc(-n2c(O)c(C3=c4ccccc4=NC3=O)sc2=S)c1,-0.2,100
Cn1c(=O)oc2cc(S(=O)(=O)N3CCC(C(=O)NCc4ccc(F)cc4)CC3)ccc21,0.2,108
Cc1csc(NC(=O)/C=C\C(=O)O)n1,-0.3,99
COc1nc(-c2ccccc2)ccc1-c1noc(-c2ccccc2Br)n1,-0.4,102
Cc1ccc(C(=O)CC(SCc2ccco2)c2cccs2)cc1 (stereo not drawn),0,102
CCc1ccc2ncc3c(-c4ccccc4)nn(-c4ccccc4)c3c2c1,-0.2,108
Cc1ccc(C2=NNC(C(O)C(O)C(O)C(C)O)S2)cc1 (stereo not drawn),-0.8,94
CS(=O)(=O)NCCOc1ccccc1,0.4,105
CCN1/C(=N\N)c2cccc3cccc1c23,1.5,106
COc1cccc(NC(=O)N2Cc3ccccc3Oc3ncccc32)c1,-0.1,101
O=C(CCOc1ccccc1)OCc1ccccc1F,0.5,111
COc1ccc(-c2cc(C(F)(F)F)n3nc(C(=O)NCCN4CCOCC4)c(Br)c3n2)cc1,0.4,103
CC(=O)NC(Cc1cccc(C)c1)C(=O)NC1CCN(c2nc(C)cc(C)c2C#N)CC1 (stereo not drawn),-0.3,101
CN1/C(=C/C=C(C#N)C#N)C=Cc2ccccc21,0.3,104
O=C(c1cc[n+]([O-])cc1)N1CCCCCC1,0.3,103
Cc1ccc(OCc2nnc(SCC(=O)Nc3ccc4c(c3)OCO4)n2C(C)C)c(C)c1,-0.9,100
CCOC(=O)/C=C1\CC(=O)Nc2cc(C)c(C)cc2N1,0.2,103
O=C(NN=c1c(=O)c2ccccc2c1=O)c1ccncc1,-13*,58*
Cc1ccc(C2(c3ccc(C)cc3)NC(=O)N(Cc3c(C)noc3C)C2=O)cc1,0,106
CCOC(=O)c1ccc(NC(=O)NC2CC3CCC(C2)N3C(=S)NCc2ccco2)cc1 (stereo not drawn),-0.1,101
Cc1csc(NC(=O)NCC2CCCC(CNC(=O)Nc3nc(C)cs3)C2)n1 (stereo not drawn),0.5,106
CCOc1ccc(NC(=O)CC(C)Cc2cc(C)cc(C)c2)cc1 (stereo not drawn),-0.3,101
O=C(O)CSc1nn(-c2ccccc2)c(=S)s1,-0.7,100
Cc1cc(C)c(C(=O)/C=C(\N2CCCC2)C(F)(F)F)c(=O)[nH]1,0.3,103
O=C(Nc1ccc(N2CCN(C(=O)c3ccccc3)CC2)cc1)c1ccccc1,0,102
Cc1nn(-c2ccccc2)c(OC(=O)c2ccccc2F)c1S(=O)(=O)c1ccccc1,-1.1,104
O=C(Cn1nnc(-c2ccncc2)n1)NCCc1ccccc1,0.1,102
COc1ccc(OCC(=O)OCc2cc(=O)n3nc(-c4cccs4)sc3n2)cc1,0.6,109
COc1ccccc1N=C(NO)c1nonc1N,0.3,103
COC(=O)c1ccc(N2C(=O)CC(SCCc3nc4ccccc4[nH]3)C2=O)cc1 (stereo not drawn),0,100
O=C(COC(=O)c1cncc(Br)c1)Nc1ccccc1,0.9,104
CCN1CCN(C(=O)c2cccs2)CC1,0.5,103
COc1ccc(-c2csc(C(C#N)=C3CCCCC3)n2)cc1,0,103
COC(=O)C1=C(C)Nc2c(c(=O)n(C)c(=O)n2C)C1c1cccc(OCc2ccccc2)c1 (stereo not drawn),0.6,104
CC(OC(=O)c1cccnc1SC(C)C(N)=O)C(N)=O (stereo not drawn),-0.1,103
COc1ccc(Cl)cc1NS(=O)(=O)N(C)C,0.4,103

Following part.
SMILES,Polio RdRp inh FP z-score,Polio RdRp inh
Cc1cccc(S(=O)(=O)NC2CCCCC2C)c1 (stereo not drawn),0.1,101
CC1=C(C(=O)Nc2ccccc2)C(c2cccc(Cl)c2)n2nc(SCC(=O)c3ccc(C)cc3)nc2N1 (stereo not drawn),-0.1,106
CCOC(=O)CSc1nc2cc(Cl)c(Cl)cc2n1CC,1.1,109
COc1ccccc1OCCn1c(=N)n(CCOc2ccccc2)c2ccccc21,0.2,101
Cc1cc(C)c(NC(=O)C2CCN(C(=O)N3CCOc4ccccc43)CC2)c(C)c1,0.6,110
COc1cccc(-c2nn3c(Cc4ccccc4)nnc3s2)c1,-0.5,99
CCOc1cc(CN2CCCCC2)ccc1OC,-0.4,100
COc1ccc(CCN(C)C/C=C/c2ccc(N(C)C)cc2)cc1OC,-0.4,100
COC(=O)c1scc(-c2ccc(C)cc2)c1S(=O)(=O)Nc1ccc(N(C)C)cc1,-1.8,99
COC(=O)c1ccc(CN2CCC(c3nc4ccccc4s3)CC2)o1,-0.3,102
O=C(NCc1cccc(F)c1)c1ccc(NC(=O)c2nsc3ccccc23)cc1,1.9,115
Cc1ccn2cc(C(=O)NCc3ccccc3)nc2c1,1.1,105
COC(=O)c1sccc1S(=O)(=O)N1CCN(c2cccc(C)c2)C(C)C1 (stereo not drawn),0.1,106
COC(CNC(=O)c1c(O)nc2ccccn2c1=O)OC,-1.4,99
CCc1cccc(CC)c1NC(=O)COC(=O)c1cccs1,-0.4,101
CCOc1ccccc1NC(=O)C1CCCN1S(=O)(=O)c1ccc2nc(-c3ccccc3)[nH]c2c1 (stereo not drawn),-0.2,106
CC(C)(N)COc1nonc1N,-0.5,100
CCN(C(=O)CSc1nc2n[nH]c(C)c2c(=N)n1-c1cccc(OC)c1)c1cccc(C)c1,0.3,110
CCOc1ccccc1CNC(=O)c1cc2c(=O)n(Cc3ccco3)ccc2nc1C,1,111
COc1cccc(C(=O)NNc2cc(C(F)(F)F)ccn2)c1,0.3,103
COC(=O)CNC(=O)Cc1c(F)cccc1Cl,0,100
CC(C)c1ccc(NC(=O)CN2C(=O)C3(SCC(=O)N3c3ccc(F)cc3)c3ccccc32)cc1 (stereo not drawn),0.2,106
Cc1ccc(Nc2cc(=O)[nH]c(=O)[nH]2)cc1C,-0.2,102
Cc1nc(-c2ccccc2)sc1-c1ccc(SCC(=O)NCc2ccc(Cl)cc2)nn1,0,106

Some of the entries so far, field by field.
> COc1cccc(C(c2c(O)cc(C)n(Cc3ccco3)c2=O)N2CCN(c3ccccc3)CC2)c1 (stereo not drawn)
- Polio RdRp inh FP z-score = -1.4
- Polio RdRp inh = 102

> CC1CCN(C(=O)CN2C(=O)C(C)(C)Oc3ccc(C(=O)NC(C)C)cc32)CC1
- Polio RdRp inh FP z-score = -0.1
- Polio RdRp inh = 101

> Cc1ccc(C2(c3ccc(C)cc3)NC(=O)N(Cc3c(C)noc3C)C2=O)cc1
- Polio RdRp inh FP z-score = 0
- Polio RdRp inh = 106
